Source: PubChem BioAssay
OXTR potentiate – human OXTR potentiators, primary screen, fluorescence, CHO-OTR cells, Fluo-8 calcium | Oxytocin receptor (Homo sapiens), P30559 | Fluo-8 calcium fluorescence, potentiator mode; 0% = oxytocin EC15, 100% = EC100 | activation, % at 3 µM | actives 0.061% (n = 320,000) | AID 2445, 2010;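 active = activation above that plate's cutoff, the mean activation of tested compounds plus 3 SD, cut at about 6.6% in these data, passing the limit was not always enough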;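 also: 100% uses oxytocin at 75 nM as the full agonist control; some results filed as inactive read as strong as hits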
Target sequence (P30559 whole entry, looked up): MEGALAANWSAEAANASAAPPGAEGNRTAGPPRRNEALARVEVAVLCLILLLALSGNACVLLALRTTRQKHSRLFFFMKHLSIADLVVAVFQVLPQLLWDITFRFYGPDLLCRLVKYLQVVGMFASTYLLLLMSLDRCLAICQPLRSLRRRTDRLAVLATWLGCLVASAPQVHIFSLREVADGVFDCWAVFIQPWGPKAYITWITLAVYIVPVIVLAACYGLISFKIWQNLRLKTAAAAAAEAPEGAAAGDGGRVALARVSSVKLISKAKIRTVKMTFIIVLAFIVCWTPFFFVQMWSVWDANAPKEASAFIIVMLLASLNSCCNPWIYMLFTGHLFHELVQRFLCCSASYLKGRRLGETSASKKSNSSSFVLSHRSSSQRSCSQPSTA
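Replication – single well per compound, singlicate · Assay system – CHO cell line stably expressing human OTR · Timing – 6 min pre-incubation, 100 s read · Measure – normalized max/min fluorescence ratio, % activation · Doses – 3.0 µM, one dose · Detection – Fluo-8 calcium dye fluorescence · Probe or stimulus – oxytocin near EC15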
GPR7 antagonist – GPR7 receptor antagonists, primary screen, cell-based, fluorescence, single concentration | GPR7-expressing cells, fluorescence antagonist assay | Neuropeptides B/W receptor type 1 (Homo sapiens), P48145 | inhibition, % at 4.4 µM | actives 1.1% (n = 290,000) | AID 1861, 2009; in the data active = inhibition above about 16%, passing the limit was not always enough;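 also: cells stimulated with the agonist NPW; 0% = agonist with vehicle and 100% = vehicle without agonist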
Target sequence (P48145 whole entry, looked up): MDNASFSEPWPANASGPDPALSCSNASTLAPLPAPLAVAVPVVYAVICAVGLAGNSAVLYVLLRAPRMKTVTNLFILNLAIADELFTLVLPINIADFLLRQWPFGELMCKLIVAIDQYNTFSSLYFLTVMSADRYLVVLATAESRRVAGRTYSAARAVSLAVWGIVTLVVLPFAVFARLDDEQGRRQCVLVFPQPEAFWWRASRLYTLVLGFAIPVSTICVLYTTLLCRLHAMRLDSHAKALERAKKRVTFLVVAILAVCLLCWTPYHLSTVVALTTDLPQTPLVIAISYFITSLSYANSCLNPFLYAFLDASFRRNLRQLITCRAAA
MEKK2wt PB1 HTS – modulators of MEK5 binding to wildtype MEKK2, primary screen, biochemical, multiplex bead flow cytometry, Alexa488-MEK5; Alexa488-MEK5 binding to MEKK2 WT; actives lie on both sides; binding response (% of control), % at 10 µM; actives 1.1% (n = 290,000); in the data active = binding response below about 67% or above about 130%
V1aR counter – agonists of human V1a receptor, primary screen, counter-screen for OXTR agonist project, fluorescence, CHO-V1R cells; activation, % at 3 µM; Vasopressin V1a receptor (Homo sapiens), P37288; Fluo-8 calcium fluorescence, agonist mode; 0% DMSO, 100% 3 nM vasopressin; actives 0.25% (n = 320,000);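 active = activation above the mean activation of all tested compounds plus 3 SD, per screening run, cut at about 20% in these data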;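 also: signal is peak over basal fluorescence ratio across a 100 second FLIPR read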
M18AAP inhibitor – PfM18AAP inhibitors, malaria aminopeptidase, primary screen, biochemical, QFRET, recombinant enzyme | M18 aspartyl aminopeptidase (Plasmodium falciparum 3D7) | H-Glu-NHMec fluorogenic cleavage | inhibition, % at 7.35 µM | actives 1.2% (n = 290,000);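 active = inhibition above the campaign mean inhibition over all tested compounds plus 3 SD, cut at about 28% in these data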;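 also: 0% = plate median of test compound wells and 100% = 2 mM ZnCl2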
GalR3 antag – GalR3 antagonists in HEK293 cells, primary screen, cell-based, fluorescence readout | inhibition, % at 3 µM | actives 0.44% (n = 360,000) | Galanin receptor type 3 (Homo sapiens), O60755 | AID 651719, 2012 | HEK293 GalR3-CNG cAMP membrane potential fluorescence; galR3 body fused to GalR1 C-terminus;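 active = inhibition above the screen-wide average plus 3 SD, cut at about 13% in these data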;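 also: forskolin and galanin both at EC90 stimulate the cells; cAMP rise reported by CNG channel membrane potential dye signal; 0% = forskolin plus galanin with DMSO and 100% = forskolin alone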
Target sequence (O60755 1-299 limits assumed): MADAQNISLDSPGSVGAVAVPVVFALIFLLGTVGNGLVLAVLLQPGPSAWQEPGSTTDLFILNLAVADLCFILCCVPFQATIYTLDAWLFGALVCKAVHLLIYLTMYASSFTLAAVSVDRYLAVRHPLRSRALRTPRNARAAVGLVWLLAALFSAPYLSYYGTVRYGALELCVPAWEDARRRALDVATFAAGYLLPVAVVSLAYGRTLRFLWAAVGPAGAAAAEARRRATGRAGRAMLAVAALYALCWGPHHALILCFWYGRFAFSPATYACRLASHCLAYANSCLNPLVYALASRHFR
OXTR ag – human OXTR agonists, primary screen, fluorescence, CHO-OTR cells, Fluo-8 calcium | Oxytocin receptor (Homo sapiens), P30559 | actives 0.32% (n = 320,000) | activation, % at 3 µM | Fluo-8 calcium fluorescence; normalized: DMSO 0%, oxytocin 100% | AID 2435, 2010;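 active = activation above the mean of all tested compounds plus 3 SD, cutoff set per screening run, cut at about 20% in these data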;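 also: peak over basal fluorescence ratio from a 100 s FLIPR kinetic read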
NALP1 yeast inh – NALP1 inflammasome inhibitors in reconstituted yeast, colorimetric, S. cerevisiae, triplicate retest. inhibition, % at 10 µM. actives 0.61% (n = 280,000). S. cerevisiae NALP1/ASC/caspase-1 growth, X-gal OD620, 72 h; in the data active = inhibition mostly above about 24%, no sharp cut-off; inactive = mostly below about 32%; also: some compounds called inactive have numbers as strong as hits
MEKK2 mut-MEK5 – MEK5 binding signal on mutant MEKK2 PB1, primary screen, biochemical, multiplex bead flow cytometry, Alexa488-MEK5; percent response, % at 10 µM; actives 0.35% (n = 290,000); Alexa488-MEK5 binding to MEKK2 mutant; in the data active = percent response above about 24%, passing the limit was not always enough; also: inactives centre near 1; some results filed as inactive read as strong as hits
Starred values were filed as active, the others as inactive; . = not tested or not shown. Compounds as they come; about 4.1% have a hit in one of these screens.

SMILES	OXTR potentiate	GPR7 antagonist	MEKK2wt PB1 HTS	V1aR counter	M18AAP inhibitor	GalR3 antag	OXTR ag	NALP1 yeast inh	MEKK2 mut-MEK5
N/C(Cc1cccs1)=N\OC(=O)COc1ccc(Cl)cc1Cl	-16	4	98	-0.3	3	-3	-2.0	-6	2
O=C(N/N=C/c1ccc2c(c1)OCO2)c1ccc(NC(=O)c2ccccc2Cl)cc1	-13	12	89	2.6	-3	-6	1.2	32	-7
CCc1cc2cccc(C)c2nc1SCC(=O)NNC(=O)c1ccco1	-4	-5	103	0.6	3	0	-0.9	20	3
CCC(C)NC(=O)c1ccc(NC(=O)CC2SC(N3CCCC3)=NC2=O)cc1 (stereo unspecified)	-3	.	.	-0.1	.	-4	-0.7	.	.
COC(=O)Nc1ccc2c(c1)Nc1ccccc1CC2	-3	-13	107	-0.1	10	-5	-2.7	2	1
CC(C)(C)C(=O)NCCCc1ccccc1	-15	-4	97	-1.1	1	-1	-0.5	1	2
O=C(NCC(c1ccco1)N1CCc2ccccc21)c1ccc([N+](=O)[O-])cc1 (stereo unspecified)	-7	.	.	-1.3	.	-10	-1.8	.	.
COc1ccccc1C1C(C#N)=C(N)N(c2cccnc2)C2=C1C(=O)CC(C)(C)C2 (stereo unspecified)	-2	-5	112	4.2	-16	-3	-0.6	10	4
CCC[N+](CC#Cc1ccccc1)(CCC)CC(=O)c1ccc(Cl)cc1	11	7	104	0.0	-4	-2	1.2	29	-3
CC1=C(C(=O)OCC2CCCO2)C(c2ccc(C)o2)C2=C(CC(c3ccc(F)cc3)CC2=O)N1 (stereo unspecified)	-10	-2	109	2.7	-3	.	1.4	3	7
Cc1nc(SCC(=O)N2CCCC2=O)nc(C)c1C	-7	.	.	1.0	.	-6	-0.1	.	.
Cc1ccc(Cl)cc1NC(=O)C1CCCN(c2cnccn2)C1 (stereo unspecified)	-9	7	103	3.8	-9	-9	2.8	-4	0
C=CCOc1cccc(C2C(C(=O)c3ccco3)=C(O)C(=O)N2Cc2cccnc2)c1 (stereo unspecified)	-6	-3	101	0.5	8	-7	-0.7	-7	4
Cc1ccc(-c2cc(C(=O)NCCCn3ccnc3)c3ccccc3n2)s1	-7	-5	89	-0.5	-2	-4	-0.7	12	-3
COc1ccc(NC(=O)c2ccccc2SC)cc1	-6	-3	107	0.4	4	-1	-0.8	17	1
O=C(NC(=S)Nc1ccc(CN2CCOCC2)cc1)c1cccc(F)c1	.	0	102	.	6	-2	.	5	0
CC[C@@]1(c2ccccc2)C(=O)N(C(=O)OC)N1C(=O)OC	-1	1	83	-0.1	1	-8	0.5	-9	-7
Cc1cccc(C)c1NC(=O)CNC(=O)C(NC(=O)c1ccc(C(C)(C)C)cc1)C(C)C (stereo unspecified)	-1	-16	95	-0.7	2	2	-2.3	23	5
CN1C[C@@H]2C[C@@H](c3ccc(C#CC(C)(C)O)s3)N3CCC[C@@]23C1=O	-12	4	93	0.5	-5	-6	1.0	4	-8
O=C(c1ccc([N+](=O)[O-])cc1)N1C=CC(C(F)(F)F)=NCC1	-12	-6	107	-0.3	-5	-5	1.1	9	-3
CCCCn1c(N)c(N(CC)C(=O)c2ccc(C#N)cc2)c(=O)[nH]c1=O	-4	-2	100	0.2	-2	-6	0.5	13	6
Cn1cnnc1SCCC(=O)Nc1ccc(Cl)cc1	-3	-10	101	0.0	6	-4	0.5	11	-1
O=S(=O)(Cc1cc(Cl)nc(-c2ccccc2)n1)c1ccccc1	0	-1	102	-1.6	4	-5	-2.2	42	-1
COc1cc(NS(=O)(=O)c2ccc(NC(=O)c3ccc(S(=O)(=O)N4CCCC4)cc3)cc2)ncn1	-1	13	94	1.3	-7	8	2.0	19	-2
CC1CCN(CCCn2c(SCC(=O)NC3CCCC3)nc3ccccc3c2=O)CC1	2	-5	101	0.3	3	-7	-0.2	16	2

The final 2 records of the section before come first, to join the parts:
SMILES	OXTR potentiate	GPR7 antagonist	MEKK2wt PB1 HTS	V1aR counter	M18AAP inhibitor	GalR3 antag	OXTR ag	NALP1 yeast inh	MEKK2 mut-MEK5
COc1cc(NS(=O)(=O)c2ccc(NC(=O)c3ccc(S(=O)(=O)N4CCCC4)cc3)cc2)ncn1	-1	13	94	1.3	-7	8	2.0	19	-2
CC1CCN(CCCn2c(SCC(=O)NC3CCCC3)nc3ccccc3c2=O)CC1	2	-5	101	0.3	3	-7	-0.2	16	2
CCOC(=O)Cn1c(=O)c2c(nc3n2CCCN3Cc2ccccc2)n(C)c1=O	-2	-6	90	0.3	2	-11	1.1	4	-3
CC(=O)Nc1c2c(nn1-c1cccc(C)c1)CSC2	-1	-4	96	-0.2	3	-10	0.1	20	1
COc1cc(CNCc2ccco2)ccc1OCc1ccccc1	-8	-3	100	1.4	8	-4	2.8	14	-5
O=C(O)C1[C@H]2C(=O)N(C3CCCC3)C[C@]23C=C[C@H]1O3 (stereo partly specified)	-2	-2	105	0.4	0	-1	0.6	13	5
CN1CCN(S(=O)(=O)c2cccc(C(=O)Nc3nc(-c4ccccc4)cs3)c2)CC1	-3	3	.	5.8	-17	-9	8.4	-2	.
CCCc1cc(=O)n2[nH]c(NCc3ccc(OC)c(OC)c3)nc2n1	-4	-18	107	0.1	-4	-5	-0.3	14	6
C/C(=C\c1ccccc1)CN1CCC(C(=O)N2CCCC(C)C2)CC1 (stereo unspecified)	-5	-3	96	1.0	3	-4	0.3	23	-1
COc1ccc(C(=O)COC(=O)c2ccc(N(C)C)cc2)cc1	-13	5	99	1.6	-5	11	0.7	-6	-3
CCN1CCc2c(OCC(=O)Nc3ccc(C)cc3)cccc2C1=O	-5	-4	105	2.4	1	0	0.1	9	7
N=c1c(C(=O)NCc2ccccc2)cc2c(=O)n3ccccc3nc2n1Cc1ccco1	-9	1	100	0.6	0	-4	-2.1	12	1
NS(=O)(=O)c1cc(C(=O)NNC(=O)c2ccc3c(c2)OCO3)ccc1Cl	5	.	.	-0.2	.	-1	0.7	.	.
Cc1ccc(OCC(=O)Nc2ccc(S(=O)(=O)N3CCOCC3)cc2)c(Br)c1	-14	-3	96	5.7	13	0	1.4	7	-6
CCOc1ccccc1N(C)C(=O)Cn1ncc2c([nH]c3ccc(C)cc32)c1=O	-9	0	103	-0.1	-5	-10	-1.1	16	1
C=CC[C@@H](CC(=O)N[C@H](CO)Cc1ccccc1)C(=O)N[C@H](COC(=O)[C@@H](CC=C)CC(=O)OC(C)(C)C)Cc1c[nH]c2ccccc12	-8	.	.	2.8	.	-3	-0.4	.	.
COc1ccc(CN2CCCCC2C)cc1C (stereo unspecified)	-17	4	102	1.3	-6	-1	-0.1	15	6
O=C(N/C(=C/c1ccccc1Cl)C(=O)N1CCOCC1)c1ccccc1	-4	.	.	-0.4	.	-4	-0.1	.	.
COc1ccc(N(C(C)C(=O)NCCSCc2cccc(Cl)c2)S(C)(=O)=O)cc1 (stereo unspecified)	-16	-10	99	2.1	2	-2	-0.6	9	3
COc1ccc(NS(=O)(=O)c2ccc(F)c(Cl)c2)cn1	-9	17	93	4.3	2	-9	2.6	-9	-3
Cc1cccc(NC(=O)C2CCCN2C(=O)OCC(C)C)c1C (stereo unspecified)	5	-2	89	-1.1	-7	-5	-1.0	2	-7
O=C(OCC(=O)N1CCCC1)c1ccc(Cl)c([N+](=O)[O-])c1	-13	-2	98	-0.2	2	-9	0.2	4	-1
Cc1ccnc(NC(=O)C2CCN(S(=O)(=O)c3ccc(Cl)c(C(F)(F)F)c3)CC2)c1	0	.	.	-0.5	.	-3	-0.7	.	.
CN1CCN(CC(O)COc2ccc(Cl)cc2)CC1 (stereo unspecified)	-9	-7	109	-0.7	-2	-2	0.3	2	10
O=C(CCC1CCCC1)N=C1SC2CS(=O)(=O)CC2N1Cc1ccccc1 (stereo unspecified)	-13	-5	92	0.2	9	-1	-0.4	1	-3
CC(C)C(NS(=O)(=O)c1cccc2nsnc12)C(=O)N1CCc2ccccc2C1 (stereo unspecified)	-2	-9	94	-0.4	5	-2	-1.1	10	-3
O=C(CSCCO)Nc1cc(C(F)(F)F)ccc1Cl	-6	-3	101	0.1	0	-5	-0.2	-13	9
COCCCNC(=O)CC(C)c1ccccc1 (stereo unspecified)	-6	-5	100	1.2	-5	0	-0.2	18	-2
CN1CCN(NC(=O)c2ccc(S(=O)(=O)N3CC4(C)CC3CC(C)(C)C4)cc2)CC1 (stereo unspecified)	0	2	103	1.6	-10	2	1.6	11	-4
CC(C)OP(=O)(OC(C)C)C(Nc1ccccc1)c1cccnc1 (stereo unspecified)	-3	-5	98	-0.8	0	-1	-2.1	0	3
CSc1nnc(Cn2c(=O)sc3ccccc32)n1CCc1ccccc1	-1	-11	98	-0.5	-2	1	-1.6	-16	-3
COc1cc(NC(=O)c2cc3cccc(OC)c3o2)cc(C(=O)Nc2cccc(C(F)(F)F)c2)c1	-23	.	116	4.2	.	-3	1.1	.	6

Compounds from the list above that contain a furan ring, fused or not (7):
SMILES	OXTR potentiate	GPR7 antagonist	MEKK2wt PB1 HTS	V1aR counter	M18AAP inhibitor	GalR3 antag	OXTR ag	NALP1 yeast inh	MEKK2 mut-MEK5
CCc1cc2cccc(C)c2nc1SCC(=O)NNC(=O)c1ccco1	-4	-5	103	0.6	3	0	-0.9	20	3
O=C(NCC(c1ccco1)N1CCc2ccccc21)c1ccc([N+](=O)[O-])cc1 (stereo unspecified)	-7	.	.	-1.3	.	-10	-1.8	.	.
CC1=C(C(=O)OCC2CCCO2)C(c2ccc(C)o2)C2=C(CC(c3ccc(F)cc3)CC2=O)N1 (stereo unspecified)	-10	-2	109	2.7	-3	.	1.4	3	7
C=CCOc1cccc(C2C(C(=O)c3ccco3)=C(O)C(=O)N2Cc2cccnc2)c1 (stereo unspecified)	-6	-3	101	0.5	8	-7	-0.7	-7	4
COc1cc(CNCc2ccco2)ccc1OCc1ccccc1	-8	-3	100	1.4	8	-4	2.8	14	-5
N=c1c(C(=O)NCc2ccccc2)cc2c(=O)n3ccccc3nc2n1Cc1ccco1	-9	1	100	0.6	0	-4	-2.1	12	1
COc1cc(NC(=O)c2cc3cccc(OC)c3o2)cc(C(=O)Nc2cccc(C(F)(F)F)c2)c1	-23	.	116	4.2	.	-3	1.1	.	6
